# Compound activity deposited in PubChem by several laboratories.
# KCNQ1 inh: human KCNQ1 channel inhibition; P51787; CHO-K1 KCNQ1, FluxOR thallium flux fluorescence; stronger effect = higher value; B-score at 10 µM; 1.3% of 310,000 active;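 active = compounds whose thallium flux B-score, printed positive for inhibition, exceeds three library SD while starting fluorescence stays within three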;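 note: channel opened by potassium depolarization with thallium stimulus after 20 min compound exposure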
# TMEM16A inh: mouse TMEM16A channel inhibition, primary screen. normalized B-score (activity score, 25-100; higher = stronger inhibition) at 10 µM. HEK293 TMEM16A/YFP iodide influx fluorescence, ionomycin. Q8BHY3. 1.2% of 310,000 active;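 active = ratio plate-corrected score three or more library SD toward inhibition, starting fluorescence score within five deviations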;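 note: score derived from kinetic fluorescence span divided by baseline fluorescence per well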
# HDAC3 inhib: human HDAC3 inhibition | O15379 | recombinant HDAC3, fluorogenic peptide/trypsin coupled, fluorescence | inhibition, % at 8.3 µM | 0.15% of 320,000 active | AID 2718; in the data active = inhibition above about 26%, passing the limit was not always enough
# Target sequence (O15379 whole entry, looked up): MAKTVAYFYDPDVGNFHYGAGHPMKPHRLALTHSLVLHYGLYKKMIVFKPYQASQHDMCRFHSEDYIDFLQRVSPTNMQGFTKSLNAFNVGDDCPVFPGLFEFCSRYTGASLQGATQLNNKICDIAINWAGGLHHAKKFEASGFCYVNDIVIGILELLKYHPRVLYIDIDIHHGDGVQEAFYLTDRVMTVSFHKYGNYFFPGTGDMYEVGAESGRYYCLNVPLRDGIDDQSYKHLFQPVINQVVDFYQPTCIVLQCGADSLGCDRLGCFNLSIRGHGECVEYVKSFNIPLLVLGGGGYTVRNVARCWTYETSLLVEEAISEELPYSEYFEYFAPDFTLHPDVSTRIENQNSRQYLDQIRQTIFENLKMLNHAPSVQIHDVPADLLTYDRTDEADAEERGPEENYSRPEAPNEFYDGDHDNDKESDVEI
# KCNK9 inh: human KCNK9 channel inhibition | Q9NPC2 | HEK293 KCNK9, FluxOR thallium flux fluorescence; stronger effect = lower value | B-score at 10 µM | 1.2% of 310,000 active | AID 488922;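 active = ratio B-score over 3 SD below the library mean, with starting fluorescence within 5 SD of its mean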;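 note: negative B-score means less thallium flux so channel inhibition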
# KCNQ1 pot: potentiators or activators of human KCNQ1 potassium channel; AID 2648; 0.35% of 310,000 active; B-score at 10 µM; P51787; CHO-K1 KCNQ1, thallium flux FluxOR fluorescence; stronger effect = higher value;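 active = fluorescence ratio B-score, a plate-corrected score, at least three library SD, with initial intensity B-score within 5 SD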
#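 assay system = CHO-K1 cells stably expressing KCNQ1 | medium = assay buffer, equal DMSO in all wells | timing = 37 °C overnight plating, 90-min dark dye load, 20-min compound pretreatment | measured by = kinetic FluxOR thallium fluorescence, 10-s 1-Hz baseline, 110-s post-stimulus read | measure = fluorescence change relative to baseline, converted to B score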
# RGS4 block: human RGS4 inhibition. P49798. HEK293 M3R/RGS4 inducible, Fluo-4 calcium flux; stronger effect = higher value; triggered by carbachol at its EC20. B-score at 10 µM. 0.45% of 310,000 active;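 active = B-score, a plate-corrected calcium signal, over three deviations above library mean, with baseline fluorescence within five deviations of library mean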;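 note: RGS4 expression induced by doxycycline in cells with stable M3 receptor; B-score is computed from the integrated fluorescence ratio over baseline after carbachol; higher B-score means a larger calcium signal and so more RGS4 inhibition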
# Target sequence (P49798 whole entry, looked up): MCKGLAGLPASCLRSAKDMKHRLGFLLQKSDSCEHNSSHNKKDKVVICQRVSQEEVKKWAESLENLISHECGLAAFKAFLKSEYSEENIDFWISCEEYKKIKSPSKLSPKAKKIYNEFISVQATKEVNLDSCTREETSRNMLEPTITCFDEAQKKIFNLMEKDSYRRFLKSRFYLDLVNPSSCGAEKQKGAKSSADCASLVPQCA
# hERG protect: shields human hERG channel from block by proarrhythmic agents. activation (rescue from dofetilide block), less the hit threshold, % at 10 µM. CHO-hERG, FluxOR thallium flux, dofetilide IC70 present. AID 1511. 0.51% of 310,000 active. Q12809;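 active = activation above the mean of controls blocked by dofetilide plus 5 SD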;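 note: thallium influx through hERG after potassium depolarization seen as dye fluorescence rise; in these data hits start at about 4.7%; inactives centre near -7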
# TMEM16A act: mouse TMEM16A channel activation, primary screen. Q8BHY3. HEK293 TMEM16A/YFP-H148Q/I152L, iodide quench fluorescence; stronger effect = lower value. B-score at 10 µM. 0.3% of 340,000 active;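 active = fluorescence-ratio B-score plate-corrected deviation score at least 3 library SD below zero, with starting fluorescence score within 5 deviations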;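 note: channel opened by trigger with iodide after compound preincubation; score built on the fluorescence ratio of max minus min over baseline; more negative score means more quench and so TMEM16A activation or potentiation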
# RGS4 act: RGS4 potentiation or activation. HEK293 M3R/inducible RGS4, carbachol calcium flux Fluo4; stronger effect = lower value. AID 463111. 0.92% of 310,000 active. B-score at 10 µM;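 active = B-score of the integrated calcium signal more than 4 SD below the library mean, with starting fluorescence not abnormally high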;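 note: negative B-score means reduced calcium response which marks RGS4 activation or potentiation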
#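 Reagent: ECmax carbachol challenge; Test system: M3R-expressing HEK293 line, RGS4 induced by doxycycline; Schedule: overnight RGS4 induction, 30 min dye load 37 °C, 20 min compound RT; Detection: calcium dye Fluo4 fluorescence; Read-out: Agonist-evoked peak-minus-minimum fluorescence over baseline, integrated ratio, B score.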
# KCNK3 block: human KCNK3 channel inhibition, primary screen | 0.84% of 340,000 active | O14649 | B-score at 10 µM | CHO-KCNK3 thallium flux, FluxOR fluorescence; stronger effect = lower value;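 active = B-score under library mean minus 4 SD, starting fluorescence ratio at most library mean plus 5 SD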;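 note: more negative B-score means stronger inhibition of thallium flux through KCNK3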
# Target sequence (O14649 whole entry, looked up): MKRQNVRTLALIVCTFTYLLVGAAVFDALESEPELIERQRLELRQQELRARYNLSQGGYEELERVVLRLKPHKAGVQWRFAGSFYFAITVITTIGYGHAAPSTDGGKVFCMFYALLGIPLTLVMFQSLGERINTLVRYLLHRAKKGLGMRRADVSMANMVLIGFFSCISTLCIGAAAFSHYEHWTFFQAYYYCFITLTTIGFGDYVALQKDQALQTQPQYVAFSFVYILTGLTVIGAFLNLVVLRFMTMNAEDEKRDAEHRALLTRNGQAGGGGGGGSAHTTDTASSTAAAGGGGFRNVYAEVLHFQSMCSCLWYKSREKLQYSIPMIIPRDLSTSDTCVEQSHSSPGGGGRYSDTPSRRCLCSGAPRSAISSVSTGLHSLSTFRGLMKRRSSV
# SKKanGAS inh: SKKanGAS growth inhibition. inhibition, % at 7.5 µM. S. pyogenes SKKanGAS, kanamycin growth, BacTiter-Glo, 6 h. 1.3% of 300,000 active;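 active = mean replicate score, as percent of positive control median, at least 50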;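 note: strain carries kanamycin resistance gene driven by streptokinase promoter and grows in 40 µg/ml kanamycin; loss of luminescence reflects streptokinase promoter inhibition or plain growth inhibition; 0% = median of DMSO wells and 100% = positive control at its reference dose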
# An asterisk follows results filed as active; i = inactive; . = no result given.
SMILES,KCNQ1 inh,TMEM16A inh,HDAC3 inhib,KCNK9 inh,KCNQ1 pot,RGS4 block,hERG protect,TMEM16A act,RGS4 act,KCNK3 block,SKKanGAS inh
CSCCC(NC(N)=O)C(=O)Nc1ccc(F)c(Cl)c1 (configuration not stated),i,i,7,i,i,i,-12,i,i,i,15
CC(C)(C)NC(=O)CN(C(=O)C(=O)Nc1ccc2c(c1)OCCO2)C1CC1,i,i,-1,i,i,i,-5,i,i,i,-4
CCN(CC)CCCNC(=O)CCC(=O)Nc1ccc2nc(N3CCC(C)CC3)cc(C)c2c1,i,i,-24,i,i,i,-15,i,i,i,-1
CC(=O)NCCNC(=O)CCNC(=O)c1ccc(Cl)cc1,i,i,4,i,i,i,-4,i,i,i,6
COc1ccccc1OCCNC(=O)C1CC(=O)N(Cc2ccc(C)cc2)C1 (configuration not stated),i,i,.,i,i,i,1,i,i,i,1
Cc1ccc(NC(=O)CSc2nnc(-c3ccncc3)n2C)cc1C,i,i,2,i,i,i,-12,i,i,i,-10
Cc1ccc(S(=O)(=O)CCC(=O)Nc2nnc(-c3ccco3)o2)cc1,i,i,-7,i,i,i,-16,i,i,i,3
Cc1nnc(SCc2cccc(Oc3ccccc3)c2)n1N,i,25*,-8,i,i,i,-15,i,i,i,-5
CN(C)S(=O)(=O)c1ccc(C(=O)Nc2cccnc2)cc1,i,i,.,i,i,i,-2,i,i,i,0
NC(=S)NC(c1ccccc1)c1ccncc1 (configuration not stated),i,i,-6,i,i,i,-13,i,i,i,0
O=C(Nc1nnc(-c2cccc(F)c2)s1)Nc1ccccc1F,i,i,1,i,i,i,-6,i,i,i,-3
NNc1ccc(Cl)nn1,i,i,5,i,i,i,-10,i,i,i,6
Cc1cc(C)cc(C(=O)Oc2cc(C)[nH]c(=O)c2[N+](=O)[O-])c1,i,i,-2,i,i,i,-10,i,i,i,2
CC(C)CN(C(=O)CCC(=O)OC(C)C(=O)Nc1cccc(C#N)c1)c1c(N)n(CC(C)C)c(=O)[nH]c1=O (configuration not stated),i,i,2,i,i,i,-9,i,i,i,-1
CCOC(=O)N1CCC(NC(=O)C2CCCCN2S(=O)(=O)c2ccc(F)cc2)CC1 (configuration not stated),i,i,-5,i,i,i,-6,i,i,i,-1
C/C(=N\NC(=O)c1c(Br)c(C)nn1C)c1ccc(NC(=O)c2ccoc2C)cc1,i,i,-3,i,i,i,-5,i,i,i,11
COCCN(CCOC)C(=O)C1CCCN(S(=O)(=O)c2ccc(NC(=O)OC)cc2)C1 (configuration not stated),i,i,3,i,i,i,-10,i,i,i,-4
N/C(=N\O)c1ccc(Oc2ccccc2Cl)c([N+](=O)[O-])c1,i,i,-1,i,i,i,-7,i,i,i,0
Nn1c(Cc2cccc3ccccc23)nnc1SCC(=O)NC1CCS(=O)(=O)C1 (configuration not stated),i,i,6,i,i,i,-8,i,i,i,-22
Brc1ccc(OCCOCCN2CCOCC2)cc1,i,i,2,i,i,i,-4,i,i,i,2
CCOC(=O)Cc1c(C)nc2cc(-c3ccc(C(C)(C)C)cc3)[nH]n2c1=O,i,i,-5,i,i,i,-13,i,i,i,4
O=C(Cc1cccs1)Nc1ccc(F)cc1,i,i,6,i,i,i,-2,i,i,i,2
O=C(OCCN1CCCCC1)c1ccccc1Br,i,i,-5,i,i,i,-8,i,i,i,1
O=C(CCn1nnc2ccccc21)N1CCC(O)(c2cccc(F)c2)CC1,i,i,1,i,i,i,-11,i,i,i,8
Cc1cc(NC(=O)CSc2nc3sc(C)c(C)c3c(=O)n2C2CCCC2)no1,i,i,2,i,i,i,-8,i,i,i,7

# The results go on.
SMILES,KCNQ1 inh,TMEM16A inh,HDAC3 inhib,KCNK9 inh,KCNQ1 pot,RGS4 block,hERG protect,TMEM16A act,RGS4 act,KCNK3 block,SKKanGAS inh
COc1cccc(-c2n[nH]c(=S)n2Cc2ccco2)c1OC,i,i,-1,i,i,i,-9,i,i,i,8
COc1ccc(CCNC(=O)C2CCCN(S(=O)(=O)c3ccc(F)cc3)C2)cc1 (configuration not stated),i,i,2,i,i,i,-3,i,i,i,-4
O=C(Cn1c(C(=O)NCc2ccco2)cc2sccc21)c1ccccc1,i,i,-7,i,i,i,-8,i,i,i,-14
Cc1ccc(S(=O)(=O)N2CCOCC2)cc1C(=O)Nc1ccccn1,i,i,2,i,i,i,-5,i,i,i,-5
CNc1nc(N)c([N+](=O)[O-])c(Nc2ccccc2OC)n1,i,i,5,i,i,11*,-2,i,i,i,7
COC(=O)c1[nH]c2ccccc2c1NC(=O)/C=C/c1ccc2c(c1)OCO2,i,i,-3,i,i,i,-9,i,i,i,-22
CCn1cc(C(=O)NCc2ccncc2)c(=O)c2cc(F)c(N3CCN(C(=O)c4ccco4)CC3)cc21,i,i,-17,i,i,i,-13,i,i,i,10
O=C(NNC(=O)c1cccs1)c1ccc(Cl)c(Cl)c1,i,i,1,i,i,i,1,i,i,i,-7
O=C(/C=C/c1ccc(Cl)cc1)N(Cc1ccccc1)c1ccccn1,i,i,-10,i,i,i,-10,i,i,i,-1
Cc1ccc(NC(=O)CN2CCN(C)CC2)cc1Br,i,.,.,i,i,i,0,i,i,i,3
Cc1ccc(C)c(N(CC(=O)Nc2cc(Cl)ccc2Oc2ccccc2)S(C)(=O)=O)c1,i,i,15,i,i,i,0,i,i,i,16
CCC1(C)Cc2c(sc3nc(NC)n(C)c(=O)c23)CO1 (configuration not stated),i,25*,-2,i,i,i,-8,i,i,i,-3
O=C(OC1CCN(c2ccc([N+](=O)[O-])cc2)CC1)c1ccccc1,i,i,-1,i,i,i,-14,i,i,i,-9
Cn1c(=O)c2c(-c3ccccc3)n(N3CCOCC3)cc2n(C)c1=O,i,i,-1,i,i,i,-5,i,i,i,-4
C=CCN1C(=O)CN=C1Nc1ccccc1,i,i,0,i,i,i,2,i,i,i,-9
CC1=C(C(=O)OCc2ccccc2)C(c2ccccc2OS(=O)(=O)c2ccc([N+](=O)[O-])cc2)NC(=O)N1CCCC(=O)O (configuration not stated),i,i,2,i,i,i,-14,i,i,i,15
C=CCn1c(SCC(=O)Nc2ccc3c(c2)OCO3)nnc1-c1ccccc1O,i,i,-1,i,i,i,-8,i,i,i,-3
Cc1ccc(-c2csc3ncnc(NCCC(=O)O)c23)cc1,i,i,-7,i,i,i,-6,i,i,i,4
Cc1cc(C)nc(CCNC(=O)CC2C(=O)NCCN2Cc2ccccc2)n1 (configuration not stated),i,i,-3,i,i,i,-6,i,i,i,-4
Cc1cccc(NC(=O)CC2(CC(=O)O)CCCC2)c1,i,i,5,i,i,i,-6,i,i,i,-2
CC(=O)N1CCc2cc(N=NC3=C(O)CC(C)(C)CC3=O)ccc21,i,i,9,i,i,i,-15,i,i,i,12
Cc1cc(C)n2nc(SCC(=O)Nc3ccc(F)cc3)nc2n1,i,i,-2,i,i,i,-8,i,i,i,-13
O=C(/C=C1\NCC2c3ccccc3CCN2C1=O)c1ccccc1 (configuration not stated),i,i,2,i,i,i,-5,i,i,i,-4
CCCNc1c(NS(=O)(=O)c2ccc(C(C)(C)C)cc2)c(=O)oc2ccccc12,i,i,7,i,i,i,-7,i,i,i,18
Cn1c(=O)n(C)c2cc(CNc3ccc(N4CCOCC4)c(C(=O)O)c3)ccc21,i,.,.,i,i,i,-11,i,i,i,0

# Compound profiles, as listed above. Values in the order: KCNQ1 inh	TMEM16A inh	HDAC3 inhib	KCNK9 inh	KCNQ1 pot	RGS4 block	hERG protect	TMEM16A act	RGS4 act	KCNK3 block	SKKanGAS inh
# Results for O=C(NNC(=O)c1cccs1)c1ccc(Cl)c(Cl)c1 = i	i	1	i	i	i	1	i	i	i	-7
# Results for CC(=O)N1CCc2cc(N=NC3=C(O)CC(C)(C)CC3=O)ccc21 = i	i	9	i	i	i	-15	i	i	i	12

# Going on with the list:
SMILES,KCNQ1 inh,TMEM16A inh,HDAC3 inhib,KCNK9 inh,KCNQ1 pot,RGS4 block,hERG protect,TMEM16A act,RGS4 act,KCNK3 block,SKKanGAS inh
CNC(=O)/C(C#N)=C/c1ccc(-c2ccc(Cl)cc2)o1,i,i,6,i,i,i,-5,i,i,i,5
CSC(C1CCCC1)n1nnc2ccccc21 (configuration not stated),i,i,-1,i,i,i,-6,i,i,i,4
Nc1nc(NC(=O)/C=C\C(=O)O)nn1-c1ccccc1,i,i,-2,i,i,i,-9,i,i,i,7
Clc1ccc(-c2cnc3ccccc3n2)cc1,i,i,-11,i,i,i,-4,i,i,i,-5
Cc1ccccc1S(=O)(=O)Cc1ccc(C(=O)NC2CCCCC2)o1,i,i,3,i,i,i,-7,i,i,i,-1
CC12CCCCC1NS(=O)(=O)OC2 (configuration not stated),i,i,2,i,i,i,-6,i,i,i,-1
O=C(O)Cc1ccc(NC(=O)Nc2ccc3c(c2)OCO3)cc1,i,i,-5,i,i,i,-10,i,i,i,13
CCCCOC(=O)CSc1n[nH]c(=O)[nH]c1=O,i,i,5,i,i,i,-15,i,i,i,1
O=C(Nc1nc2cc3c(cc2s1)OCCO3)c1ccc(N2C(=O)CCC2=O)cc1,i,i,-15,i,i,i,-14,i,i,i,4
CSc1nc(N)c(C#N)c(-c2ccc(Cl)cc2)c1C#N,i,i,-12,i,i,i,-4,i,i,i,-6
Cc1cccc(NC(=O)CSc2nnc(-c3cnccn3)n2Cc2ccco2)c1,i,i,0,i,i,i,-13,i,i,i,4
CCOc1ccc(C2C(C#N)=C(N)N(c3sc4c(c3C#N)CCCC4)C3=C2C(=O)CCC3)cc1 (configuration not stated),i,i,15,i,i,i,-9,i,i,i,4
N#Cc1ccc(/C=C(\C(=O)C(=O)O)c2ccc3ccccc3n2)cc1,i,i,5,i,i,i,-10,i,i,i,-2
CC(=O)NCCNC(=O)C1CCC(CNc2nc(=S)[nH]c3ccccc23)CC1 (configuration not stated),i,i,5,i,i,i,-3,i,i,i,-2
CCOc1ccccc1NC(=S)NCc1ccco1,i,i,5,i,i,i,-12,i,i,i,5
NC(=O)C1=C[C@H](c2csc3ccccc23)C[C@H](OCCCCO)O1,i,i,0,i,i,i,-10,i,i,i,4
CCOC(=O)C(C(=O)N(C)C)c1ncc(C(F)(F)F)cc1Cl (configuration not stated),i,i,-4,i,i,i,-6,i,i,i,8
C/C(=N\NC(=O)C1COc2ccccc2O1)c1ccc(C)o1 (configuration not stated),i,i,7,i,i,i,-9,i,i,i,0
CN(CC(=O)Nc1ccc(Cl)cc1)C(=O)c1cccc(S(=O)(=O)NCc2ccccc2)c1,i,i,6,i,i,i,-2,i,i,i,-3
